# ERK EGF inh – qHTS Assay for Inhibitors of the ERK Signaling Pathway using a Homogeneous Screening Assay; Stimulation with EGF; HEK293-V1b, EGF-stimulated phospho-ERK AlphaScreen; AID 1454, 2008; hit rate 0.41% among 130,000; Potency, µM (series often up to 11.5 µM), for the others: top-dose activity change, negative = inhibition, most hits filed as inhibitors; active means well fitted inhibition curve with a large enough effect; inconclusive means small, poorly fitted or top-dose-only effect, or effect the other way;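 further: plate controls were stimulated vehicle wells for no effect and unstimulated vehicle basal for full effect; nearly all actives have a fitted effect of over 55% in size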
#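 EGF-stimulated (25 nM, 5 min) phospho-ERK in HEK293 cells stably expressing V1b, cells pretreated 30 min with compound at 37C. Homogeneous AlphaScreen read on lysates.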
# * = called active by the depositor; ? = inconclusive; & = joins results of further samples; [ ] = another dose, or the depositor's remark. Potency means the concentration at half of the fitted maximal effect. Not all compounds are listed. The share of hits here may be higher or lower than overall.
ERK EGF inh	Molecule
-5%	CC(=O)NC1(C(F)(F)F)C(=O)Nc2c1c(=O)[nH]c(=O)n2CC(C)C (stereo unspecified)
-16%	Cc1noc(NS(=O)(=O)c2cccc3c(N(C)C)cccc23)c1C
8%	COc1cccc(NC(=S)NCc2ccccn2)c1
-2%	Cc1sc2ncnc(NCCCN3CCCC3=O)c2c1C
-10%[57.5 µM]	O=C(/C=C/c1ccc(F)cc1)c1cc(Br)ccc1O
5%	COCCN(Cc1ccccc1)C(=S)Nc1ccc(Cl)cc1
-4%[57.5 µM]	CN(C)/C=N/n1cnc2ccccc2c1=O
?	O=C(Nc1ccc(S(=O)(=O)N2CCCCC2)cc1)c1ccc(CN2CCOCC2)cc1
6%[57.5 µM]	COC(=O)c1ccc(OC)c(OC)c1Cl
?	Cc1ccc(-c2cn3nc(-c4ccccc4)c(-c4ccccc4)nc3n2)cc1
-10%[57.5 µM]	Cc1nccn1CC(=O)N/N=C/c1cccs1
-2%	O=C(O)Cc1ccc(NCc2ccccc2Cl)cc1
0%[57.5 µM]	CC1=NNC(=O)C1CCC(=O)N/N=C/c1ccccc1 (stereo unspecified)
8%	Cc1cccc(NCC(=O)N/N=C\c2cccc(Oc3ccccc3)c2)c1
-8%	N=C(N)c1ccc(O)cc1
5%	CC(Oc1ccc(Cl)cc1Cl)c1ccnc(N)n1 (stereo unspecified)
-6%	Cc1cc(C)c(S(=O)(=O)N2CCCOC2CNC(=O)C(=O)NCCCn2ccnc2)c(C)c1 (stereo unspecified)
?	O=C(N/N=C/c1ccccc1OCc1ccccc1Cl)c1cccnc1
3%	C/C(=N\NC(=O)C(=O)Nc1cc(Cl)ccc1Cl)c1ccncc1
12%	Cc1c(C2=CCN(S(=O)(=O)c3ccc(Br)cc3)CC2)c2ccccc2n1C
-11%	C/C(=N\Nc1nc2ccccc2[nH]1)c1ccc(Cl)s1
2%	Nc1nc(SCC(=O)Nc2cccc(Oc3ccccc3)c2)n[nH]1
-8%	Cc1cccc(NC(=O)NCc2ccccn2)c1
-8%	NC(=O)C1(N2CCCCC2)CCN(C(=S)Nc2cc(F)cc(F)c2)CC1
7%	O=S(=O)(/C=C/c1ccccc1)NCc1ccccc1Cl
-5%	O=C(Nc1ccc(SC(F)(F)F)cc1)c1ccccn1
-10%[57.5 µM]	CCOC(=O)Cc1csc(NC(=O)CN2C(=O)c3ccccc3C2=O)n1
-1%	O=C(COC(=O)CNC(=O)c1ccc(Cl)cc1)Nc1ccc2c(c1)OCCO2
-1%	O=C(Nc1ccc(F)cc1F)C1(c2cccs2)CCOCC1
-4%	COc1ccc(NC(=O)CC2SC3=NCCN3C2=O)cc1 (stereo unspecified)

# Going on with the list:
ERK EGF inh	Molecule
11%	COC(=O)NNC(=O)c1ccc(Cl)cc1Cl
16%	COc1ccc(CC(=O)Nc2cccc(C)n2)cc1OC
9%	CCOC(=O)c1cnc2ccccc2c1Nc1cccc(C(=O)O)c1
6%[57.5 µM]	FC(F)(F)c1ccc(-c2nc(=S)[nH][nH]2)cc1
4%	CCOC(=O)CSc1nnc(NC(=O)NC(C)C)s1
6%	COc1ccc(CCn2c(=O)[nH]c3cc(C(=O)N4CCN(c5ccccn5)CC4)ccc3c2=O)cc1OC
-13%	COCC1CCN(Cc2nc(-c3cccs3)no2)C1 (stereo unspecified)
5%	CCc1ccc(N2C(=O)C3NN=C(C(=O)OCc4ccccc4)C3C2=O)cc1 (stereo unspecified)
-8%[57.5 µM]	Cc1cc(C)cc(OCc2nnc(N)s2)c1
10%	COc1ccc(CNc2cc(-c3ccccc3CN(C)C)ncn2)c(OC)c1
5%	CCCCCSc1nc(C)c(CC(=O)O)c(=O)[nH]1
0%	C/C(=N\NC(=O)CC#N)C1COc2ccccc2O1 (stereo unspecified)
-33%	Cc1cccc(OCc2nnc(SCC(=O)O)n2Cc2ccccc2)c1
?	Cc1ccc(-n2cc(CNCCCn3ccnc3C)c(-c3ccc(F)cc3)n2)cc1
31%[57.5 µM]	Cc1cc(C(=O)COC(=O)c2ccc[nH]c2=O)c(C)n1-c1ccccc1F
0%[57.5 µM]	N#Cc1c(Cl)cccc1Oc1ccc(S(=O)(=O)Nc2ccccc2)cc1
-14%	COC(=O)N1CCC[C@@]2(CCN(C(=O)Nc3cccc(F)c3)C2)C1
6%	CC(=O)c1cccc(NC(=O)CO/N=C2/CCCc3nonc32)c1
7%	COC(=O)N/N=C/c1ccc(-c2cccc(Cl)c2)o1
6%	COc1ccc(NC(=O)Cc2coc3cc(C)c(C(C)C)cc23)cc1S(=O)(=O)N1CCOCC1
-17%	COc1ccc2c(c1)C(=O)[C@@H](OC(=O)NCc1ccco1)[C@H](c1ccc(OC)c(Br)c1)O2
-7%	Cc1ccc(C)c(/C(O)=C2\C(=O)C(=O)N(CCCn3ccnc3)C2c2cccnc2)c1 (stereo unspecified)
-4%	COc1cc(NC(=O)c2cc(Cl)nnc2Cl)cc(OC)c1OC
2%	Cc1cccc(-c2nnn3c2nc(NCCc2ccc(S(N)(=O)=O)cc2)c2ccccc23)c1
16%	CNc1ccnc(-c2c(C)noc2C)n1
-8%[57.5 µM]	S=C(NCCc1ccccc1)Nc1ccccc1
-10%[57.5 µM]	O=S(=O)(CCN1CCCCC1)Oc1ccc(Cl)cc1Cl
-1%[57.5 µM]	COc1c(O)cccc1/C=N/NC(=O)Cn1ccnc1C
-14%	C=CCNC(=S)N/N=C/c1ccc(-c2cccc([N+](=O)[O-])c2)o1
10%	Cc1ccc(Cl)c(NC(=O)CN2CCN(C=O)CC2)c1

# The closing four records of the part above open the next one:
ERK EGF inh	Molecule
-10%[57.5 µM]	O=S(=O)(CCN1CCCCC1)Oc1ccc(Cl)cc1Cl
-1%[57.5 µM]	COc1c(O)cccc1/C=N/NC(=O)Cn1ccnc1C
-14%	C=CCNC(=S)N/N=C/c1ccc(-c2cccc([N+](=O)[O-])c2)o1
10%	Cc1ccc(Cl)c(NC(=O)CN2CCN(C=O)CC2)c1
4%	O=C(NCc1ccccc1)c1cccc(COc2ccc3c(c2)CCC3)c1
?	O=C(NC(=S)Nc1ccc(N2CCCCC2)cc1)c1ccc2c(c1)OCCO2
-3%	COc1ccc(NC(=O)N2CCCC3(CCN(C(C)=O)CC3)C2)cc1
2%	Cc1ccccc1C(=O)NNC(=O)c1cc(N)cc([N+](=O)[O-])c1
2%	CC(C)n1nnnc1-c1ccc(Cl)cc1
?	Cc1nc(N2CCN(C(=O)c3ccco3)CC2)c2c3c(sc2n1)CC(C)CC3 (stereo unspecified)
-13%[57.5 µM]	Cc1ccc(NC(=S)N/N=C2/CCCCc3ccccc32)cc1
-5%	CC(=O)N(CC(=O)O)c1ccccc1
-32%	CCc1cccc(Nc2cnn(C34C[C@@H]5C[C@@H](CC(CC(=O)O)(C5)C3)C4)c(=O)c2Cl)c1
-6%[57.5 µM]	COc1ccc(C2c3c(-c4ccccc4O)n[nH]c3C(=O)N2Cc2ccco2)cc1OC (stereo unspecified)
3%[57.5 µM]	Cc1cc(C)n2nc(C(=O)N/N=C/c3ccco3)nc2n1
-1%	O=C(c1cc(F)ccc1F)C1CCCN(C(=O)CCc2cnccn2)C1 (stereo unspecified)
0%	Cc1csc(NC(=O)Nc2cccc(Cl)c2)n1
3%	CCC(C)Sc1nc2ccccc2c(=O)[nH]1 (stereo unspecified)
-2%	COc1ccc(S(=O)(=O)N(CC(=O)NCc2cccnc2)c2ccc(F)cc2)cc1OC
-6%	COC/C=C/C1=CC2=CC(=O)C(C)(OC(=O)c3cccs3)C(=O)C2=CO1 (stereo unspecified)
9%	COc1ccc(-c2cn3cccc(C)c3n2)cc1Br
15%	O=C(Cn1c(=O)sc2ccccc21)OC(CCl)CCl
-8%	CC1COC(C)(CC(=O)NN2C(=O)c3ccccc3C2=O)O1 (stereo unspecified)
4%	Cc1cc(C)n2cc(CSc3nc4ccccc4s3)nc2n1
8%	O=C(Nn1cnc2ccccc2c1=O)c1ccc([N+](=O)[O-])cc1
2%	COc1ccc(-c2[nH]c(-c3ccccc3)nc2SCC(=O)NC2CCCC2)cc1
-2%	C=CCNC(=S)NNC(=O)c1ccncc1
0%	CC1CCCCN1C(=O)c1ccccc1OC1CCN(S(C)(=O)=O)CC1 (stereo unspecified)
3%	N#CC(C#N)=C(N)CSc1cccc[n+]1[O-]
2%	CC(C)c1ccc(NC(=O)c2ccc(NS(C)(=O)=O)cc2)cc1
1%	CC1=C(C(=O)OCC2CCCO2)C(c2ccc(C)cc2)C2=C(CCCC2=O)N1 (stereo unspecified)
2%	COC(=O)c1ccccc1NC(=S)NC(=O)COc1ccc(C(C)C)cc1
11%	COc1ccc(CCNC(=S)Nc2ccc(OC)cc2)cc1
-13%[57.5 µM]	O=C(O)c1nnn(-c2ccc([N+](=O)[O-])cc2)c1-c1ccccc1

# Later entries.
ERK EGF inh	Molecule
-7%	COc1ccccc1NC(=O)c1ccc(-c2nn(C)c(=O)c3ccccc23)cc1
5%	Cc1cccc(NC(=O)C2CCCN(S(=O)(=O)c3cccc4nonc34)C2)c1 (stereo unspecified)
-15%	CC(C)[C@@H](CC(=O)N[C@@H]1CCNC[C@H]1C(=O)N[C@H](CC(=O)N[C@@H](CCC(=O)O)CC(=O)O)Cc1c[nH]c2ccccc12)NC(=O)C[C@H](CO)NC(=O)[C@@H]1CCCC[C@H]1N
2%	CCCCNC(=O)C(=O)N/N=C/c1ccc(OCc2ccccc2)cc1
0%[57.5 µM]	CN(C)S(=O)(=O)c1cccc(N=C2SCCN2Cc2ccccc2)c1
-8%	COc1cc2[nH]c(=S)nc(NCCC(C)C)c2cc1OC
9%	Cc1ccc(C)c(C(=O)CN2C(=O)NC3(CCCCCCC3)C2=O)c1
3%	O=C(O)C1CCN(C(=O)c2ccco2)CC1
-9%	CNCCCCCCCCSc1nc(C(C)C)ccc1C(=O)c1cccs1
1%[57.5 µM]	Cn1c(NNC(=O)c2c(F)cccc2F)cc(=O)n(C)c1=O
-4%	Cc1sc(NC(=O)Cc2ccc3c(c2)OCO3)nc1-c1ccc2c(c1)CCN2C(=O)c1ccc(F)cc1
-10%	C=CCNC(=S)N1CCN(Cc2ccccc2)CC1
-7%	Cc1c(C(=O)C(=O)NCC2CCCO2)c2ccccc2n1C (stereo unspecified)
7%	CC(C)CC(NC(=O)C(NC(=O)C1OC2OC(C)(C)OC2C2OC(C)(C)OC12)C(C)C)C(=O)O (stereo unspecified)
-10%[57.5 µM]	COc1cc(O)c(CC=C(C)C)c(O)c1C(=O)CCc1ccc(O)cc1
-21%	Cc1ccc(N2C(=O)N(CC(=O)NC(N)=O)C(=O)C2C)cc1 (stereo unspecified)
5%	O=C(/C=C/c1ccc(Cl)cc1)N1CCN(c2ccccc2[N+](=O)[O-])CC1
-5%	O=c1[nH]c(=S)[nH]c2c1C(c1cc([N+](=O)[O-])c(N3CCOCC3)cc1N1CCOCC1)O2 (stereo unspecified)
3%[57.5 µM]	Cc1ccc[n+](-c2nc3ccccc3nc2C(=C=[N-])C#N)c1
-4%	O=C(COC(=O)c1cnc(Cl)c(Cl)c1)NCc1cccs1
9%	COC(=O)c1ccc(C23CC4(C2)[C@H](CN(Cc2cccnc2)[C@@H]4c2ccccc2)C3c2ccc(Cl)nc2)cc1 (stereo partly specified)
9%	COc1cc(NC(=O)CCC2CCCC2)cc(-n2cnnn2)c1
13%[57.5 µM]	Cc1ccc(SCc2cn3c(C)cc(C)nc3n2)cc1
18%	CCSc1ccc(C(=O)Nc2ccc(Br)cn2)cc1[N+](=O)[O-]
4%[57.5 µM]	Cn1c(SCc2cc(=O)[nH]c(C(C)(C)C)n2)nnc1C(F)(F)F
12%	COc1ccc(/C=C2/SC(=O)N(CCNC(=O)C3CCCN3C(=O)c3cccs3)C2=O)cc1 (stereo unspecified)
2%	Cc1nnc(NC(=O)CSc2ccc(-c3ccc(Cl)cc3)nn2)s1
2%	CCN(C(=O)Cc1c(C(=O)O)n(C)c2ccccc12)c1ccc(F)cc1
3%	COc1ccc(CC(=O)Nc2nccs2)cc1OC
0%&-1%	CN1C[C@H](C(=O)N[C@]2(C)O[C@@]3(O)C4CCCN4C(=O)[C@H](Cc4ccccc4)N3C2=O)C[C@@H]2c3cccc4[nH]cc(c34)C[C@H]21 (stereo partly specified)

# In a second layout: 4 of the compounds above.
Cc1cccc(NC(=O)C2CCCN(S(=O)(=O)c3cccc4nonc34)C2)c1 (stereo unspecified)
  ERK EGF inh: 5%

CC(C)[C@@H](CC(=O)N[C@@H]1CCNC[C@H]1C(=O)N[C@H](CC(=O)N[C@@H](CCC(=O)O)CC(=O)O)Cc1c[nH]c2ccccc12)NC(=O)C[C@H](CO)NC(=O)[C@@H]1CCCC[C@H]1N
  ERK EGF inh: -15%

CCCCNC(=O)C(=O)N/N=C/c1ccc(OCc2ccccc2)cc1
  ERK EGF inh: 2%

CN(C)S(=O)(=O)c1cccc(N=C2SCCN2Cc2ccccc2)c1
  ERK EGF inh: 0%[57.5 µM]

# Ordered by the number under ERK EGF inh (falling): some entries from above.
canonical_smiles | ERK EGF inh
N#CC(C#N)=C(N)CSc1cccc[n+]1[O-] | 3%
CCCCNC(=O)C(=O)N/N=C/c1ccc(OCc2ccccc2)cc1 | 2%
CC(=O)N(CC(=O)O)c1ccccc1 | -5%

# More results.
ERK EGF inh	Molecule
-1%	CCOC(=O)c1c(/N=C/C2C(=O)CCCC2=O)sc2c1CCCC2
5%	Cc1ccc(C)n1-c1ccc(NC(=O)c2ccccc2)cc1
6%[25.7 µM]	C[N+](C)(CCCOc1ccccc1)c1ccccc1
1%	Cc1ccc2nc(CSc3nnc(Nc4ccccc4C)s3)cc(=O)n2c1
-6%	Cc1c(NC(=O)c2cccc(-c3cc4ccccc4oc3=O)c2)cccc1-c1nc2ncccc2o1
?	O=[N+]([O-])c1cccc(Cl)c1NCCNS(=O)(=O)c1ccc(Cl)cc1
0%	O=C(O)Cc1sc(Nc2ccc(F)cc2)nc1-c1cccs1
-12%	CC(=O)N(C(C)=O)c1ncnc2c1c(-c1ccc(Cl)cc1)nn2C(C)(C)C
-9%	Cc1cccc(OCC(=O)Nc2ccc(S(=O)(=O)Nc3ccccn3)cc2)c1

# Source: PubChem
